# Bioassay records: PubChem, several laboratories
# Efflux pump mplx = inhibitors of Candida efflux pumps in yeast, primary screen, S. cerevisiae, Nile Red, multiplex; 0.44% of 330,000 active; inhibition, % at 10 µM; S. cerevisiae Candida pump triplex; AID 485275, 2010;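 active = plate passing quality check with inhibition over a set limit, or well fluorescence over plate mean plus 4 SD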;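 also: Nile Red retained in pooled yeast measured as flow cytometry median fluorescence; 0% = buffer negative control and 100% = Enniatin B positive control; higher means more Nile Red kept so more efflux inhibition; some compounds called inactive have numbers as strong as hits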
# Bcl-xL primary = inhibitors of human Bcl-xL, primary screen, biochemical, fluorescence polarization, HTS; AID 2129, 2009; inhibition, % at 10.9 µM; GST-Bcl-xL / FITC-Bim BH3 peptide fluorescence polarization; Bcl-2-like protein 1 (Homo sapiens), Q07817; 0.7% of 320,000 active;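 active = inhibition above the mean of all tested compounds plus 3 SD, cutoff set per campaign, cut at about 30% in these data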;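 also: 0% = DMSO wells and 100% = unlabeled Bim-BH3 peptide competitor; inhibitors lower millipolarization by displacing the labeled peptide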
# Target sequence (Q07817 whole entry, looked up): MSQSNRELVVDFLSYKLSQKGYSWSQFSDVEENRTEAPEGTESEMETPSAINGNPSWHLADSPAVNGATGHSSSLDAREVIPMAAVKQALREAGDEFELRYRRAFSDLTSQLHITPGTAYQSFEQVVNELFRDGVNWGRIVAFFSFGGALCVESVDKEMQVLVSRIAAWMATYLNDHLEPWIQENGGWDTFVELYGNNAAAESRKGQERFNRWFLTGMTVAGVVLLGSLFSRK
# MCL1 BIM primary = inhibitors of MCL1 binding to BIM-BH3, primary screen, biochemical, fluorescence polarization; 0.68% of 320,000 active; GST-MCL1 / FITC-Bim-BH3 fluorescence polarization; Induced myeloid leukemia cell differentiation protein Mcl-1 (Homo sapiens), Q07820; inhibition, % at 10.9 µM;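 active = inhibition above the mean inhibition of all tested compounds plus 3 SD, set per campaign, cut at about 40% in these data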;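 also: 0% = DMSO wells and 100% = unlabeled Bim-BH3 peptide control; higher means more loss of mP so more displacement of Bim peptide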
# GRK2 aptamer HTS = compounds blocking aptamer binding on GRK2 – biochemical, human GRK2, bead flow cytometry, HTS, primary screen; FAM-aptamer displacement from GRK2; inhibition of aptamer binding, % at 10 µM; 0.59% of 330,000 active; AID 488847, 2010;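 active = inhibition of aptamer binding above 40%, roughly 3 SD of noise, on plates passing a quality check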;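 also: median bead fluorescence of bound FAM aptamer so fluorescent compounds give negative values; no value below 0 was filed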
# Target sequence (P25098 whole entry, looked up): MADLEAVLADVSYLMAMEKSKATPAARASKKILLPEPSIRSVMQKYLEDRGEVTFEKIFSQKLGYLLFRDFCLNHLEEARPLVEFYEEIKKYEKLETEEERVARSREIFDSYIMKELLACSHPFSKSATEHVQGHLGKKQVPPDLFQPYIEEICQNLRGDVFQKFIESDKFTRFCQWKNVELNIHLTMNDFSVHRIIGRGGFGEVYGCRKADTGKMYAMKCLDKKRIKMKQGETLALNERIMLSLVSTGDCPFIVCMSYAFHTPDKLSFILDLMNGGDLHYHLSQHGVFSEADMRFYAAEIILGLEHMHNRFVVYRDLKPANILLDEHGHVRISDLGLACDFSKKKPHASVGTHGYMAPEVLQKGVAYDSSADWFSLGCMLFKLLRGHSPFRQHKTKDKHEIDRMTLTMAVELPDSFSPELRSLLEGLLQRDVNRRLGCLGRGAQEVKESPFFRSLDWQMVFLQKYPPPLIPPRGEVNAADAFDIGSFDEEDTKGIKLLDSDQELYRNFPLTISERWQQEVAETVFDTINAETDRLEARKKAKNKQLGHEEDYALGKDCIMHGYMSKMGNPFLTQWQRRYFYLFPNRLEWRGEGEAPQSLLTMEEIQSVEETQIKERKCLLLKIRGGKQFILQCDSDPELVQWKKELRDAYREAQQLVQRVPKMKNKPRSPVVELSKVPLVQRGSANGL
# VLA-4 inh = inhibition in human VLA-4 binding assay, primary screen, VLA-4 allosteric modulator project, MLPCN library, flow cytometry, VLA-4 expressing cells; 0.2% of 330,000 active; ligand binding flow cytometry; inhibition, % (about 7 µM as worked out from the volumes in the protocol); Integrin alpha-4 (Homo sapiens), P13612; in the data active = inhibition above about 50%
# MEX-5 binding = MEX-5 zinc finger RNA-binding disruptors – biochemical, C. elegans, fluorescence polarization, MLPCN library, primary screen. activity score (negative = inhibition of binding), % at 10 µM. 0.38% of 300,000 active. MEX-5/FITC-TCR2 RNA binding; active compounds read low. Zinc finger protein mex-5 (Caenorhabditis elegans), Q9XUB2;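 active = inhibition past about -25% in most replicates, and total fluorescence under double the plate's negative control median, limit read from the data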;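 also: 0% = DMSO and -100% = 5 µM competing unlabeled TCR2 RNA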
# PME-1 primary = PME-1 inhibitors via competitive probe labeling, primary screen, biochemical, fluorescence polarization, FP-Rh probe, HTS; recombinant PME-1; inhibition, % at 5.9 µM; 0.53% of 320,000 active;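 active = inhibition above the campaign mean of all compounds plus 3 SD, cut at about 26% in these data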;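 also: competitive labeling of PME-1 active site by serine hydrolase directed probe; 0% = PME-1 with DMSO and 100% = wells lacking PME-1 enzyme; inhibitors block probe labeling so polarization falls and inhibition rises; many of its hits are not listed in these tables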
# Fam108B counter = mouse Fam108B serine hydrolase inhibitors, primary screen, counter-screen for RBBP9 inhibitor project, biochemical, fluorescence polarization | recombinant Fam108B, FP-Rh probe fluorescence polarization | inhibition, % at 9.51 µM | 0.33% of 300,000 active | AID 1947, 2009;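 active = inhibition above the screen mean inhibition plus 3 SD, computed separately per campaign, cut at about 18% in these data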;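 also: inhibitors lower polarization as less probe binds the enzyme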
# GLD-1 RNA inh = GLD-1/TGE RNA complex disruptors, primary screen, biochemical, fluorescence polarization. purified GLD-1 + fluorescein TGE RNA. inhibition, % at 5.96 µM. 0.44% of 320,000 active. AID 2280, 2010;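 active = percent inhibition above a per-plate cutoff, the plate mean of test compounds plus 3 SD, cut at about 30% in these data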;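 also: 0% = DMSO wells with GLD-1 and probe and 100% = wells lacking GLD-1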
# The depositor's hits bear a star; · = no result given.
SMILES,Efflux pump mplx,Bcl-xL primary,MCL1 BIM primary,GRK2 aptamer HTS,VLA-4 inh,MEX-5 binding,PME-1 primary,Fam108B counter,GLD-1 RNA inh
c1ccc2c(Nc3nc4c(s3)CCCC4)cccc2c1,-0.1,5,9,1,2,-0.6,9,2,2
COc1ccc(C(CNC(=O)CSc2ccccc2C)N(C)C)cc1 (stereo not drawn),0.2,-1,0,0,13,3.4,2,0,6
CCOC(=O)C1CCCN(c2c(NCCCN3CCCC(C)C3)c(=O)c2=O)C1 (stereo not drawn),0.1,5,8,0,-7,3.6,-3,-3,2
COc1ccc(CC(=O)NNC(=O)c2cc(C)[nH]n2)cc1,-0.1,-1,-7,0,7,-8.5,7,-1,2
Fc1cccc(-c2cc3nc4c(c(N5CCOCC5)n3n2)CCCC4)c1,0.1,5,6,7,3,0.7,8,4,0
Cc1ccc(NC(=S)N(CCN2CCCCC2)Cc2ccco2)cc1C,0.0,-2,-5,0,5,-1.4,6,0,2
CC(=O)c1ccc(Oc2cc(C(F)(F)F)cnc2C(N)=O)cc1,0.0,1,2,0,23,0.4,1,-1,6
Cc1cccc(NC(=O)Cn2c(=O)n(CC3CCCO3)c(=O)c3ccccc32)c1 (stereo not drawn),-0.2,-4,-15,3,6,0.5,2,1,-1
CN1CCN(NC(=S)Nc2ccccc2)CC1,0.1,0,3,0,5,2.6,-1,2,-1
COc1ccccc1P(=O)(Cc1ccccc1)c1ccccc1 (stereo not drawn),-0.1,9,-1,0,9,2.5,2,2,-3
CC(C)C1=C2CCCCC2NC(=O)N1 (stereo not drawn),0.0,14,18,1,-6,0.5,1,-4,7
CCOc1ccc(-c2nc(CCl)cs2)cc1,0.0,2,0,0,11,-0.8,3,-2,7
O=C(Cn1nnc(-c2ccc(S(=O)(=O)N3CCCC3)cc2)n1)Nc1ccccc1-n1cccc1,0.8,0,2,0,0,-0.1,3,1,3
CN1C(=O)N(C)C2(c3ccccc3)NC(=O)NC12c1ccccc1 (stereo not drawn),-0.1,9,6,0,-12,-2.3,1,-4,-4
O=C(COC(=O)c1ccc2ccccc2n1)Nc1ccccc1F,-0.3,·,·,0,-44,·,·,·,-10
Cc1ccc(/C=N/NC(=O)CNC(=O)c2ccc(S(=O)(=O)N(C)C)cc2)cc1,0.1,-2,3,1,1,1.3,2,-1,7
O=C(Cn1ncc2c([nH]c3ccccc32)c1=O)NCCc1ccc(Cl)cc1,0.0,-3,-7,3,20,0.6,-50,-30,1
Cc1cc(C)cc(NC(=O)N2CCCC2C(=O)NCc2ccco2)c1 (stereo not drawn),0.1,7,1,3,8,4.8,3,0,-5
COc1ccc2nc(NC(=O)c3cnccn3)sc2c1,-0.2,7,19,3,4,-0.2,-1,0,2
COc1ccc(-c2sc3ccc(N4CCOCC4)cc3c2C#Cc2ccsc2)cc1,0.7,·,·,3,-15,·,·,·,0
CC1CC(=O)C(C2c3ccccc3CCN2C(=O)CCl)C(=O)C1 (stereo not drawn),-0.2,9,-6,3,24,-5.8,3,-5,-1
Cn1c(N)c(C(=O)COC(=O)c2cccnc2Cl)c(=O)n(C)c1=O,0.0,1,-7,7,5,-0.9,-9,-10,4
Cc1ccc(NC(=O)c2cc3c(s2)CCCC3)cc1S(=O)(=O)Nc1ccccc1Cl,0.0,3,4,2,8,1.0,-79,-39,-1
CC(=O)Nc1ccc(S(=O)(=O)Nc2nc3n(n2)C(c2ccccc2)CC(=O)N3)cc1 (stereo not drawn),0.1,2,7,0,-5,2.2,6,1,-3
Cc1ccc2oc(C(=O)N(Cc3ccncc3)CC3CCCO3)c(C)c2c1 (stereo not drawn),0.0,-2,-2,7,12,-1.4,10,1,0
CCOc1ccc(C(=O)Nc2ccc(S(=O)(=O)Nc3nccc(C)n3)cc2)cc1OCC,0.1,1,1,2,-13,4.4,-11,-1,-1
COc1cc(OC)nc(Oc2ccccc2C(=O)Oc2ccc(C)cc2)n1,0.0,4,4,0,-2,0.3,-1,-6,3
Cc1c(S(=O)(=O)Nc2ccc3c(c2)OCCO3)c(=O)n(C)c(=O)n1C,-0.2,3,6,1,5,3.5,4,1,-2
O=C(CCc1nnc(-c2ccccc2)o1)NCc1cc(F)ccc1F,0.1,-4,-1,0,-4,1.7,-9,0,2
CCC(=O)Nc1nc2n(n1)C(c1ccc(OC)cc1)C=C(c1ccccc1)N2 (stereo not drawn),0.3,60*,60*,0,-7,-1.8,-4,-1,51*
CN(C1CCCCC1)S(=O)(=O)c1ccc(S(=O)(=O)N2CCCC2)cc1,-0.1,-5,-8,2,5,0.3,0,-3,5
CCOc1ccc2c(c1)sc1nc(C(=O)OC)cc(=O)n12,0.0,0,1,2,-3,3.1,2,-2,-5
CC(C)(C)c1ccc(C(=O)Nc2ccc(Oc3cccnc3)nc2)cc1,0.0,6,2,4,30,-0.5,-1,3,2
CC(=O)c1ccc(NC(=O)CSc2ccc3nnc(-c4cccnc4)n3n2)cc1,0.1,6,10,1,-5,-0.8,-2,0,-2
N#Cc1c(N)nc2c(c1-c1ccc3c(c1)OCO3)CCc1ccccc1-2,0.3,0,2,4,28,4.5,1,-10,2
CNC(=O)c1ccc(Nc2nnc(-c3ccc(C)c(S(=O)(=O)NCC4CCCO4)c3)c3ccccc23)cc1 (stereo not drawn),-0.1,6,4,2,13,-1.3,6,-3,-3
NC(=O)COc1ccccc1C(=O)O,0.3,6,3,4,3,2.0,6,1,1
O=C(Cc1c(F)cccc1Cl)NCC1CCCO1 (stereo not drawn),0.0,-2,-1,2,6,-1.0,-3,4,9
CC(=O)c1ccc(OCc2cc(C(=O)NC(C)c3cnn(C)c3)no2)cc1 (stereo not drawn),-0.2,1,1,0,-5,-2.6,-3,0,-2
CCOCC(=O)NCc1ccc2c(c1)cc(C)n2C,-0.2,20,26,4,-7,-8.8,7,2,26
NC1=C(c2ccc([N+](=O)[O-])cc2)C(=O)CO1,-0.1,-6,5,1,-7,-2.0,-5,1,4
CN1CCN(c2ccc(Cl)cc2NC(=O)c2cc(=O)[nH]c3ccccc23)CC1,-0.3,-8,-11,0,2,·,9,·,2
CN1CCN(C(=O)c2cc3c(ccc4ccccc43)oc2=O)CC1,0.1,8,9,3,2,2.1,-4,-1,-3
COc1ccccc1-c1nnc(SCC(=O)Nc2ccc(N3CCOCC3)cc2)n1N,0.0,·,·,2,-1,·,·,·,2
O=S(=O)(c1ccccc1)N(CC1CO1)c1ccccc1 (stereo not drawn),0.0,1,7,1,6,0.7,-6,3,15
O=C(Cn1cnc2c(cnn2-c2ccc(F)cc2)c1=O)OCc1ccccc1,0.0,4,9,0,-1,-1.3,-1,3,0
Cc1cc(OCC(=O)NCC2CCC(C(=O)O)CC2)c2c(C)cc(=O)oc2c1 (stereo not drawn),0.0,2,5,0,7,-1.0,0,2,3
Clc1cnc2nc(SC/C=C/c3ccccc3)[nH]c2c1,0.0,-4,-9,0,0,-0.8,0,-5,4
CN1CCCN(S(=O)(=O)c2ccccc2)CC1,0.0,-7,-13,0,0,-1.9,-2,-4,-4
Cn1cc([N+](=O)[O-])c(C(=O)Nc2nc(-c3ccc(Cl)cc3)cs2)n1,0.0,6,11,2,20,-2.0,6,-3,-2
COc1ccc(N2CCN(c3nc(Nc4ccc(C)c(F)c4)nc(N4CCCC4)n3)CC2)cc1,0.0,6,4,0,-9,0.6,3,3,-5
O=C(C1CCC1)N(CCc1ccccc1)Cc1nc2ccccc2c(=O)[nH]1,-0.1,4,7,0,-15,-0.7,3,4,-2
COc1cc2c(cc1OC)CN(c1ccc(F)cc1[N+](=O)[O-])CC2,-0.4,11,9,3,-17,-0.6,0,-3,1
COc1ccc([C@@H]2CC=C(C(=O)O)[C@H](c3ccc(C)cc3)N2S(=O)(=O)c2ccc(C)cc2)cc1OC,-0.1,·,·,4,-21,·,·,·,-5
CN(C)c1ccc(C=NC(CO)C(O)c2ccc([N+](=O)[O-])cc2)cc1 (stereo not drawn),0.1,9,8,1,7,3.2,3,-1,-1
COC(=O)/C=C/c1ccc(OC(=O)c2ccncc2)cc1,0.1,1,5,0,21,2.9,1,-2,0
Cc1ccnc(N=Cc2nc(-c3ccccc3Br)oc2O)c1,0.0,-6,-3,3,0,-6.7,-7,22*,-4
CCOC(=O)N1CCC(NC(=O)c2cc3c(-c4ccccc4F)nn(C)c3s2)CC1,-0.2,-4,-1,1,7,-1.7,-3,-4,3
CCOC(=O)C1=C(COC(=O)/C=C/c2ccc(O)c(OC)c2)NC(=O)NC1C (stereo not drawn),-0.2,0,-9,2,-14,·,6,·,-1
CCN(CC)S(=O)(=O)c1ccc(NC(=O)C2c3ccccc3Oc3ccccc32)cc1,0.0,3,3,0,8,1.6,-64,-41,-2

# 2 of the compounds above, with tabs.
SMILES	Efflux pump mplx	Bcl-xL primary	MCL1 BIM primary	GRK2 aptamer HTS	VLA-4 inh	MEX-5 binding	PME-1 primary	Fam108B counter	GLD-1 RNA inh
COc1ccc(N2CCN(c3nc(Nc4ccc(C)c(F)c4)nc(N4CCCC4)n3)CC2)cc1	0.0	6	4	0	-9	0.6	3	3	-5
O=C(C1CCC1)N(CCc1ccccc1)Cc1nc2ccccc2c(=O)[nH]1	-0.1	4	7	0	-15	-0.7	3	4	-2

# (listing goes on)
SMILES,Efflux pump mplx,Bcl-xL primary,MCL1 BIM primary,GRK2 aptamer HTS,VLA-4 inh,MEX-5 binding,PME-1 primary,Fam108B counter,GLD-1 RNA inh
COc1ccc(C2=NOC(Cn3c(Cc4ccc(Cl)cc4)nc4c3c(=O)n(C)c(=O)n4C)C2)cc1 (stereo not drawn),-0.1,9,9,2,-4,-1.1,-6,2,4
Cc1cccc(-n2c(SCC(=O)O)nc3sc4c(c3c2=O)CCC4)c1,-0.2,4,5,0,-1,-0.1,-1,-1,1
CN(CC(=O)Nc1ccccc1Cl)CC(=O)Nc1cccc2ccccc12,0.3,·,·,1,33,·,·,·,13
CCc1ccccc1NCc1cc(=O)oc2cc(C)ccc12,0.4,1,0,0,0,2.8,-12,2,0
COc1ccc(CC(=O)Nc2nnc(C(C)C)s2)cc1OC,0.0,7,1,0,-4,0.1,-7,6,7
COc1ccc(-c2noc(CCC(=O)Nc3ccc4c(c3)OCCO4)n2)cc1,0.0,6,8,3,26,0.4,-17,-2,6
CCOC(=O)c1c(C#N)cnn1-c1ccc(C)cc1,0.0,-4,-9,0,27,-0.2,3,-2,5
CCc1ccc(S(=O)(=O)N2CCN(c3ccccc3OC)CC2)cc1,0.3,-10,2,·,10,-0.8,1,-2,-3
COc1ccc(-c2nc(CS(=O)CC(=O)NCCCN3CCOCC3)c(C)o2)cc1OC (stereo not drawn),-0.5,3,-3,6,-5,-1.3,-8,-2,-1
COc1cc(OC)c(CN2CCC(Cc3ccccc3)CC2)cc1Br,-0.3,-1,-6,0,4,3.1,1,-1,1
O=C1C(Cc2ccccc2O)NC(=S)N1c1ccccc1 (stereo not drawn),0.0,-2,-3,3,3,4.1,-4,-1,-1

# This is a subset; the hit share may differ from the screen's.
